GAA glycogen mod: qHTS Assay for Inhibitors and Activators of Human alpha-Glucosidase Cleavage of Glycogen; recombinant GAA, glycogen substrate, Amplex Red glucose oxidase fluorescence; Potency, µM (doses to about 76.4 µM), for the others: top-dose activity change, negative = inhibition, hits mostly inhibitors; 0.38% of 300,000 active; active = well fitted inhibition curve with a large enough effect; inconclusive = small, poorly fitted or top-dose-only effect, or another doubt; inactive = no such curve, though single readings can be large or run the other way;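 also: 0% = full enzyme reaction and -100% = no-enzyme basal signal; the screen sought inhibitors and activators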
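Recombinant human enzyme (4 nM); glycogen substrate; 37 C, 40 min, pH 5.0. Readout: coupled glucose oxidase/Amplex Red fluorescence.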
The depositor's hits bear a star; ? = inconclusive; [ ] = remark or other dose. Potency is read from the fitted curve at half-maximal effect. This is a subset; rates above refer to the full screens.

SMILES	GAA glycogen mod
CS(=O)(=O)N1CCN(CC(=O)NC2CCCC2)CC1	0.5%[76.3 µM]
O=[N+]([O-])c1ccc(Cl)c(S(=O)(=O)Nc2ccc(S(=O)(=O)N3CCOCC3)cc2)c1	-8.4%
CC12CN3CC(c4ccccc4)(CN(C1)C3c1ccc(Cl)cc1)C2=O (stereo not given)	13.1%[76.3 µM]
CC(=O)NN1C(=O)c2ccccc2NC1c1ccccc1F (stereo not given)	2.9%
CCc1ccccc1N(C)C(=O)c1cc2c(s1)-c1c(C)cccc1OC2	-16.6%[76.3 µM]
Cc1noc(C)c1S(=O)(=O)N1CCC(C(=O)Nc2ccc(Br)cc2)CC1	17.2%[76.3 µM]
Fc1ccccc1-c1nc(NC2CCCC2)c2ccccc2n1	-17.5%
CCc1cc2c(-c3ccccc3)cc(=O)oc2c2c1OCN(Cc1ccc(F)cc1)C2	-9.6%[76.3 µM]
COc1cc(/C=N/S(=O)(=O)c2ccccc2)cc(OC)c1O	-6.3%[76.3 µM]
CC(=O)N1N=C(c2cccc(NS(C)(=O)=O)c2)CC1c1ccc2c(c1)OCO2 (stereo not given)	-4.2%[76.3 µM]
N/C(=N\OC(=O)c1ccc(Br)cc1)c1cccc([N+](=O)[O-])c1	-5.7%[76.3 µM]
NC(=O)CC(NC(=O)c1ccc(Br)cc1)c1ccc(N2CCCCCCC2)c([N+](=O)[O-])c1 (stereo not given)	-2.3%[76.3 µM]
COc1c(Cl)cc(Cl)cc1C(=O)Nc1cccc2cccnc12	-17.8%[76.3 µM]
COc1ccc(OC)c(N=Cc2c(O)c3ccccc3oc2=O)c1	3.2%[76.3 µM]
Cc1ccc(NC(=O)CCC(=O)NNC(=O)COc2ccc([N+](=O)[O-])cc2)c(C)c1	4.6%[76.3 µM]
CS(=O)(=O)N(CC(=O)Nc1c(F)cccc1F)Cc1ccccc1	3.8%[76.3 µM]
COc1cccc(CNC(=O)CCCCCn2c(=O)[nH]c3cc(OC)c(OC)cc3c2=O)c1	-6.4%[76.3 µM]
CCCS(=O)(=O)N1CCC(C(=O)Oc2ccc(OC)cc2)CC1	-8.1%[76.3 µM]
CC1CN(CCOc2cccc(Oc3ccccc3)c2)CC(C)O1 (stereo not given)	-4.8%[76.3 µM]
CC(C)Oc1ccc(C(CC(=O)O)NC(=O)Cc2ccc(Cl)cc2)cc1 (stereo not given)	-6.7%
Cc1cc(-c2nnc(SCC(=O)Nc3ccc(F)c(F)c3)n2N)n[nH]1	0.8%[76.3 µM]
COc1cccc(NC(=O)COc2ccc(C(=O)N3CCN(C)CC3)cc2)c1	?
Oc1cccc(-n2nnnc2SCc2ccccc2F)c1	-8.4%
COc1ccc(NC(=O)CCCS(=O)(=O)c2nc(-c3ccc(OC)c(OC)c3)cc(C(F)(F)F)n2)cc1OC	-10.6%[76.3 µM]
O=C(CCS(=O)(=O)Cc1ccccc1)Nc1nncs1	6.1%

A different layout for part of the listing above.
CS(=O)(=O)N(CC(=O)Nc1c(F)cccc1F)Cc1ccccc1
  GAA glycogen mod: 3.8%[76.3 µM]

Cc1cc(-c2nnc(SCC(=O)Nc3ccc(F)c(F)c3)n2N)n[nH]1
  GAA glycogen mod: 0.8%[76.3 µM]

CC(C)Oc1ccc(C(CC(=O)O)NC(=O)Cc2ccc(Cl)cc2)cc1 (stereo not given)
  GAA glycogen mod: -6.7%

CC12CN3CC(c4ccccc4)(CN(C1)C3c1ccc(Cl)cc1)C2=O (stereo not given)
  GAA glycogen mod: 13.1%[76.3 µM]

(cont.)
SMILES	GAA glycogen mod
CCOc1ccc(S(=O)(=O)Nc2ccc3c(c2)n(C)c(=O)n3C)cc1	0.6%
COc1ccc(C(=O)Cn2c(NCCCO)nc3ccccc32)cc1OC	-14.2%[76.3 µM]
CC(C)(C)C(=O)Nc1ccc(-c2nc3ccc(NC(=O)C(C)(C)C)cc3[nH]2)cc1	2.2%[76.3 µM]
COc1ccc([C@@H]2[C@@H]3C(=O)N(C(C)(C)C)C(=O)[C@@H]3[C@]3(C)C(=O)N(c4cccc(C)c4)C(=O)N23)cc1	19.1%[76.3 µM]
O=C(Cc1ccccc1)Nc1ccc(NC(=O)c2ccccc2)nc1	6.0%
O=S1(=O)[C@H]2C[C@@H]3C=C[C@@]2(CN1Cc1cccc(F)c1)O3	-8.3%[76.3 µM]
CCc1nnc(SC(CC)C(=O)Nc2cccc(OC)c2)c2cc3oc(C)cc3n12 (stereo not given)	5.7%[76.3 µM]
Cc1ccc(N(CC2CO2)S(=O)(=O)c2ccccc2[N+](=O)[O-])cc1 (stereo not given)	1.6%
CCOc1ccccc1C(C(=O)NC1CCCCC1)N(C(=O)c1csnn1)C1CC1 (stereo not given)	-2.1%
CC(C)C[C@H](NC(=O)OC(C)(C)C)C(=O)NCC1CCC(C(=O)N[C@@H](Cc2ccccc2)C(=O)O)CC1 (stereo not given in full)	5.3%
COc1ccc(-c2nc(SCC(=O)NCC3CCCO3)c(-c3ccc(Cl)cc3)[nH]2)cc1 (stereo not given)	-5.2%[76.3 µM]
COc1ccc(C2CC(=O)c3cc(-c4nc(-c5ccc(C)cc5)cs4)c(=O)[nH]c3C2)cc1 (stereo not given)	2.5%[76.3 µM]
CC(C)(C)c1ccc(OCc2nnc(-c3ccccc3)o2)cc1	-6.0%[76.3 µM]
Cc1cccc(CSc2nnc(CCCCCN)o2)c1	-6.4%[76.3 µM]
Cc1ccc(/C=C(\C#N)c2nc(-c3cc4c(ccc5ccccc54)oc3=O)cs2)cc1	0.6%[76.3 µM]
CC(=O)/C=C/c1ccccc1Oc1c(F)c(F)nc(F)c1F	-1.8%
CN1CCCN(S(=O)(=O)c2ccc3ccccc3c2)CC1	8.8%
COc1ccc(-n2c(CCC(=O)O)ccc2-c2ccc(F)cc2)c(OC)c1	-2.5%
CC1CCN(c2ccc(-c3nc(-c4ccccc4)no3)cc2[N+](=O)[O-])CC1	?
COc1cccc(N2CCN(CC(=O)NCc3ccccc3)CC2)c1	-1.0%[76.3 µM]
O=C(O)CC(Cc1ccc(Br)cc1)C(=O)Nc1ccccc1 (stereo not given)	9.7%[76.3 µM]
CC1CC(C)CN(S(=O)(=O)CC23CCC(CC2=O)C3(C)C)C1 (stereo not given)	-1.2%
Fc1ccc(NCc2ccccc2-c2nnc(-c3ccccc3Cl)o2)cc1Cl	-10.3%[76.3 µM]
Cn1cc(Cl)cc(C(=O)Nc2ccccc2)c1=O	3.4%
O=C(NC1CCCC1)C(c1ccccc1F)N(C(=O)c1csnn1)c1ccccc1 (stereo not given)	8.4%[76.3 µM]
Following part:
SMILES	GAA glycogen mod
COc1cc(C)ccc1OCc1cc(C(=O)NC(C)Cn2cncn2)no1 (stereo not given)	-7.2%[76.3 µM]
COc1ccccc1C(=O)N1c2ccccc2C(C)(c2ccc(Cl)cc2)CC1(C)C (stereo not given)	-12.2%[76.3 µM]
Cc1ccc(-c2nnc(Nc3ccc(CC(N)=O)cc3)c3ccccc23)cc1S(N)(=O)=O	0.1%
COc1cccc(/C=N/Nc2ccc([N+](=O)[O-])cn2)c1O	8.6%
CC(C)OCCCNC(=O)c1cc(-c2cccnc2)nc2ccccc12	-9.9%
COc1ccccc1NC(=O)Cn1c(=O)n(CC2CCC(C(=O)NCCc3ccccc3)CC2)c(=O)c2ccccc21 (stereo not given)	4.2%[76.3 µM]
O=C(CCC(=O)Nc1cc(C(F)(F)F)ccc1Cl)N/N=C\c1cc([N+](=O)[O-])ccc1O	8.3%
Cc1ccc(Cl)c2c1N[C@@H](c1ccc(C(=O)O)cc1)[C@H]1CC=C[C@@H]21	9.6%[76.3 µM]
Oc1cccc2ccc(/C=C/c3ccccc3Br)nc12	-3.3%
CC(C)C(=O)Nc1ccc2c(c1)nc(CCN1CCCCC1)n2C	0.4%
Cc1ccc2nc3c(cc(C(=O)NCC4CCCO4)c(=N)n3CC3CCCO3)c(=O)n2c1 (stereo not given)	2.5%
CC(NC(=O)Cn1cc(Br)c([N+](=O)[O-])n1)c1ccccc1 (stereo not given)	-2.9%[76.3 µM]
Cc1ccccc1CN1C(=O)C(O)(CC(=O)c2cccc(Br)c2)c2ccccc21 (stereo not given)	-13.7%[76.3 µM]
COc1ccc(-n2nc(C(=O)NCC(=O)NC(C)C)c3ccccc3c2=O)c(OC)c1	4.7%
O=C(c1cccc(Cl)c1)N1CCC(c2nc3c(nnn3Cc3ccc(F)cc3F)c(=O)[nH]2)CC1	12.2%[76.3 µM]
CN(Cc1nc2ccccc2n1C)c1ccccc1	-13.1%[76.3 µM]
Cc1cccc(Nc2nc(-c3ccc(O)c(O)c3)cs2)n1	-1.5%[76.3 µM]
CCC1CCCCN1C(=O)c1ccc2c(c1)C(=O)N(c1ccc(C)cc1)C2=O (stereo not given)	0.2%
Cc1ccc(NC(=O)c2c(NC(=O)C(F)(F)F)sc3c2CCCCC3)cc1	-6.3%[76.3 µM]
CN1CCN(c2ccc(NC(=S)NC(=O)c3cccc4ccccc34)cc2)CC1	-24.2%[76.3 µM]
CN(C(=O)c1cccc(NC(=O)c2ccccc2)c1)C1CCCCC1	7.4%[76.3 µM]
COc1ccc(-c2nsc(NC(=O)c3cccc(OC)c3)n2)cc1	-12.4%[76.3 µM]
COc1cc(OC)c(NC(=O)c2ccc3c(Cl)c4c(nc3c2)CCCC4)cc1Cl	17.6%[76.3 µM]
COc1ccc(-c2cc(C(=O)NCCN3CCOCC3)c3ccccc3n2)cc1OC	2.6%[76.3 µM]
Cc1ccc(OCCC(=O)OCc2csc(CC(=O)Nc3ccccc3C)n2)cc1	-1.8%[76.3 µM]
Continued:
SMILES	GAA glycogen mod
CCc1cccc(C)c1NC(=O)CCOc1ccccc1	6.9%
Cc1cc(C)c2[nH]c(O)c(N=Nc3ccc(C(=O)O)cc3)c2c1	7.5%
O=C(O)c1cccc(NC(=O)c2ccccc2NC(=O)c2ccco2)c1	8.1%[76.3 µM]
Cc1cc(OC(C)C(=O)NCCCN2CCOCC2)ccc1Cl (stereo not given)	0.7%[76.3 µM]
CC(NC(=S)NNS(=O)(=O)c1cccc([N+](=O)[O-])c1)c1ccccc1 (stereo not given)	-7.3%[76.3 µM]
CC(=O)Nc1cccc(NS(=O)(=O)c2cn(C)c(=O)n(C)c2=O)c1	-3.9%[76.3 µM]
COc1ccc(OCc2cc(C(=O)N3C[C@H]4CC[C@H]3C4)no2)c(Cl)c1	0.8%[76.3 µM]
COc1ccc(CCNC(=O)C(=O)NCC2OCCN2S(=O)(=O)c2ccc(F)cc2)cc1 (stereo not given)	-0.9%[76.3 µM]
CCn1cc(S(=O)(=O)c2ccccc2)c(=O)c2cc(C)ccc21	-4.8%[76.3 µM]
O=C(NCCCN1CCN(c2ccccc2)CC1)c1nnc(Cc2c(F)cccc2Cl)o1	0.9%[76.3 µM]
CCOc1ccc(N(CC(=O)Nc2cccc(OC)c2)S(C)(=O)=O)cc1	-11.4%[76.3 µM]
COc1ccc(OC)c(CNc2ccc3c(c2)CCC3)c1	-1.1%[76.3 µM]
CC(=O)c1cccc(S(=O)(=O)Nc2ccc(N3CCOCC3)cc2)c1	9.4%
CCc1ccc2occ(CC(=O)Nc3ccc(C)c(C)c3)c2c1	1.9%[76.3 µM]
O=C(Cc1ccc(Cl)cc1)NC1CCCCCC1	0.8%[76.3 µM]
CC1CCCC(C)N1C(=O)Cn1nnc(-c2ccc([N+](=O)[O-])cc2)n1 (stereo not given)	-8.5%[76.3 µM]
CCOc1ccc(S(=O)(=O)Nc2cc(F)ccc2F)c2cccnc12	-8.8%[76.3 µM]
CCC(=O)N1CCc2cc(S(=O)(=O)CCC(=O)N3CCN(c4ccc(C(C)=O)cc4)CC3)ccc21	15.2%[76.3 µM]
CN(Cc1nccs1)C(=O)C1CCC(=O)N(CCCc2ccccc2)C1 (stereo not given)	-0.3%[76.3 µM]
COc1ccc(NC(=O)Cn2c(=O)oc3cc(S(=O)(=O)N4CCCC4)ccc32)cc1	-16.2%[76.3 µM]
Cc1ccc(CSc2nc3nc(C)cc(C)n3n2)cc1	-2.2%[76.3 µM]
COc1ccccc1NC(=O)c1cc(S(=O)(=O)N2CCCCCC2)ccc1F	-2.1%[76.3 µM]
Cc1ccccc1SCC(=O)NNC(=O)c1ccccc1O	-3.9%[76.3 µM]
COc1cc2c(cc1OC)/C(=C/C(=O)c1ccc([N+](=O)[O-])c(C)c1)NCC2	-13.1%
CCOC(=O)c1cccc(NC(=O)N2Cc3ccccc3Oc3ncccc32)c1	-4.2%[76.3 µM]
COc1ccc(Nc2nc3ccccc3nc2NS(=O)(=O)c2ccc(C)cc2)c(OC)c1	7.1%[76.3 µM]
O=C(c1cc2cc(F)ccc2[nH]1)N(Cc1cccnc1)CC1CCCN(C2CCCCC2)C1 (stereo not given)	-7.5%[76.3 µM]
CCOC(=O)c1cnc2c(ccc3ccccc32)c1Nc1ccccc1OCC	1.8%[76.3 µM]
COc1ccc(N(C(=O)c2ccco2)C(C(=O)NC2CCCC2)c2ccc(N3CCOCC3)cc2)c(OC)c1 (stereo not given)	-4.1%

Five entries already listed, ordered by the value under GAA glycogen mod, falling:
SMILES	GAA glycogen mod
CC(=O)c1cccc(S(=O)(=O)Nc2ccc(N3CCOCC3)cc2)c1	9.4%
Cc1cc(C)c2[nH]c(O)c(N=Nc3ccc(C(=O)O)cc3)c2c1	7.5%
CCc1cccc(C)c1NC(=O)CCOc1ccccc1	6.9%
COc1ccc(N(C(=O)c2ccco2)C(C(=O)NC2CCCC2)c2ccc(N3CCOCC3)cc2)c(OC)c1 (stereo not given)	-4.1%
COc1cc2c(cc1OC)/C(=C/C(=O)c1ccc([N+](=O)[O-])c(C)c1)NCC2	-13.1%

Screening results deposited in PubChem BioAssay by National Center for Advancing Translational Sciences (NCATS).
